NPYLR7 agonist – agonists of mosquito NPYLR7 receptor, primary screen, cell-based, Aedes aegypti, calcium fluorescence, mosquito biting behavior | Aedes aegypti neuropeptide Y-like receptor 7 (NPYLR7) | HEK293T NPYLR7/Galpha15, GCaMP6s calcium fluorescence | activation, % at 10 µM | 270,000 compounds, 0.15% hits | AID 1259423, 2018; in the data active = activation above about 40%;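 also: 0% = vehicle and 100% = reference agonist at the receptor; some compounds past the cut are filed as inactive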
mcGAS inh – cyclic GMP-AMP synthase inhibitors, mouse, primary biochemical chemiluminescence. recombinant cGAS, Kinase-Glo ATP depletion luminescence. inhibition, % at 12.5 µM. 160,000 compounds, 0.15% hits. AID 1259399, 2018;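 also: 0% = negative control wells and 100% = reference inhibitor with no enzyme activity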
hcGAS inh – Primary biochemical luminescence assay for human cyclic GMP-AMP synthase inhibitors; Q8N884; recombinant h-cGAS, ATP depletion, Kinase-Glo luminescence; inhibition, % at 12.5 µM; 290,000 compounds, 0.081% hits; AID 1259398, 2018;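 also: 0% = vehicle reaction and 100% = reaction without DNA for no activity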
Target sequence (Q8N884 whole entry, looked up): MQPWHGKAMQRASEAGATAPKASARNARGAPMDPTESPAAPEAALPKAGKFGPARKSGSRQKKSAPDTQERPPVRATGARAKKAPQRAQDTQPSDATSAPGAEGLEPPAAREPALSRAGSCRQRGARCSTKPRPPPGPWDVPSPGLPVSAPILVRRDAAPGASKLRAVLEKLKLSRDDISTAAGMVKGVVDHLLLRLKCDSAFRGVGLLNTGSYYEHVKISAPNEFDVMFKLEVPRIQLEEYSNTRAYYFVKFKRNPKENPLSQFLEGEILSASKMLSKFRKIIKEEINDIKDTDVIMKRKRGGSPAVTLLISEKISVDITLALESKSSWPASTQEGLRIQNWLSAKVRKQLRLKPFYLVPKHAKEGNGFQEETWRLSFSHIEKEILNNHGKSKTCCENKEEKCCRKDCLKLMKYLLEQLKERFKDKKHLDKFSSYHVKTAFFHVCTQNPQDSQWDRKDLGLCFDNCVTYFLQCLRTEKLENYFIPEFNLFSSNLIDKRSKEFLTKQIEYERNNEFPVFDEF
* hit, by the source's call; . = no result given; + = active, no number; & = joins results of further samples. Rule as the data show it, unless noted: active = inhibition above about 40%; inactive = the rest. Outcome played no part in choosing rows (roughly 0.29% active in at least one column).

The opening five compounds (preview)
SMILES	NPYLR7 agonist	mcGAS inh	hcGAS inh
CCCCCCNC(=O)c1csc(CN(C(=O)Nc2ccccc2F)C(C)C)n1	7	-6	-12
Cc1oc2c3c(ccc2c(=O)c1-c1ccc2c(c1)OCCO2)OCCO3	0	2	1
Cc1cc(C(C)(O)CNC(=O)CCOCC(C)C)c(C)o1 (stereo not given)	3	.	-9
Cc1cccc(NC(=O)CSc2nnc(CCC(=O)O)c(=O)[nH]2)c1	9	.	-3
O=C(O)CN1C(=O)/C(=C\c2cc(Br)cc(Br)c2O)SC1=S	37	14	7

This part in full, from the start:
SMILES	NPYLR7 agonist	mcGAS inh	hcGAS inh
CCCCCCNC(=O)c1csc(CN(C(=O)Nc2ccccc2F)C(C)C)n1	7	-6	-12
Cc1oc2c3c(ccc2c(=O)c1-c1ccc2c(c1)OCCO2)OCCO3	0	2	1
Cc1cc(C(C)(O)CNC(=O)CCOCC(C)C)c(C)o1 (stereo not given)	3	.	-9
Cc1cccc(NC(=O)CSc2nnc(CCC(=O)O)c(=O)[nH]2)c1	9	.	-3
O=C(O)CN1C(=O)/C(=C\c2cc(Br)cc(Br)c2O)SC1=S	37	14	7
Cc1noc(C)c1S(=O)(=O)Nc1ccc(N2CCOCC2)cc1N1CCOCC1	-1	-5	-5
C=CCOC(=O)C1=C(C)Nc2nc(SCC(C)C)[nH]c(=O)c2C1c1ccc(C(=O)OC)cc1 (stereo not given)	5	-9	-6
Cc1nc(CCNC(=O)CSCc2ccccc2Cl)cc(=O)[nH]1	-3	.	-6
CCOC(=O)c1nn(-c2ccc(F)cc2)c(=O)c2c(NC(=O)CCc3ccccc3)scc12	-8	-2	1
Cc1cnc(C)c(N2CCC3(CCCO3)CC2)n1	7	.	-7
CN1CCn2nc(C(=O)NCC(c3cccnc3)N3CCOCC3)cc2C1 (stereo not given)	3	.	-4
CC1(Cc2ccccc2OC(F)(F)F)C(=O)Nc2ccc(-c3cccnc3)cc21 (stereo not given)	4	-2	-1
Cc1noc(C)c1S(=O)(=O)NC1CCCCCCC1	1	.	-5
CC(NC(=O)c1cc(NC(=O)c2cccc([N+](=O)[O-])c2)ccc1N1CCCC1)c1ccccc1 (stereo not given)	-4	-5	-17
COCCCn1c(-c2ccc(C)cc2)nc2oc3ccccc3c(=O)c2c1=O	1	.	-6
CC1=C(C(N)=O)C(c2ccco2)C(C#N)C(SCC(=O)O)=N1 (stereo not given)	19	.	-3
CS(=O)(=O)CCNc1ccc2cc(Br)c(F)cc2n1	-22	.	-2
O=C(NC(c1ccccc1)c1ccccc1)c1ccc(=O)[nH]c1	0	.	-10
CCN(CC)C(=O)CSc1nc(-c2ccccn2)no1	14	.	-10
CCn1c(=O)n(CC(=O)NCc2ccccc2F)c2ccccc21	-2	.	-1
O=C(NCc1ccc(F)c(F)c1)c1ccc(-c2cc(-c3cccc(C(F)(F)F)c3)n[nH]2)cc1	-2	-8	-11
CC1CCN(C(=O)c2cc(NC(=O)c3cc(C(F)(F)F)cc(C(F)(F)F)c3)ccc2N(C)C)CC1	-9	2	0
COc1ccc(-c2nc(CNC(=O)c3c(C)noc3-c3cccc(F)c3)c(C)o2)cc1	7	-10	-9
NC(=O)Cc1ccc(C(=O)CSc2nnc(Cc3cccs3)n2C2CC2)s1	4	-4	2
CN(C)CCNC(=O)c1cccc(-c2cc(-c3ccc(-c4ccccc4)cc3F)cnc2N)c1	-1	-2	-5
N#CC(=Cc1cnn(-c2ccccc2)n1)c1nc2ccccc2s1	9	.	-6
Cc1ccc(CC(C#N)Sc2nnc(C3CCCCC3)o2)cc1 (stereo not given)	-1	.	-6
COc1ccc2c(c1)CCc1c(-c3ccc(C(=O)NCCc4ccccn4)cc3)n[nH]c1-2	4	-4	-8
COc1ccc(CCNC(=O)C2CCCN(c3cnc4ccccc4n3)C2)cc1OC (stereo not given)	5	-9	-5
O=C(NCCC(=O)N1CCC(C(=O)N2CCCCC2)CC1)Nc1cccc(Cl)c1Cl	16	-5	-8
Cc1cc(C(=O)N2CCN(C)CC2C)c2c(C)noc2n1 (stereo not given)	19	-17	-8
COC(C(=O)N1CCc2cccc(F)c21)c1ccccc1 (stereo not given)	2	.	2
Cc1cc(C)c(NC(=O)CN(C)C(=O)C2(S(=O)(=O)c3ccccc3)CCCC2)c(C)c1	0	.	-1
CCc1cccc2c(C(CC(=O)NCCN3CCCCC3)c3cccc(C(F)(F)F)c3)c[nH]c12 (stereo not given)	.	-5	-3
NC(c1csc(Nc2cc(Oc3ccccc3)ncn2)n1)C1CCCCC1 (stereo not given)	-3	-8	-5
CCn1c(=O)c(C(=O)O)nn(-c2cccc(C)c2)c1=O	2	.	8
O=c1nc2c3cc(Br)ccc3[nH]c(=O)n2nc1-c1ccc(F)cc1	-3	-9	-6
COc1ccc(CCN(Cc2ccc(C)s2)C(=O)CN(C(=O)Nc2c(Cl)cccc2Cl)C2CCCCC2)cc1OC	12	-7	-9
CC1CCC(NC(=O)CSc2nnc(C(C)C)o2)CC1 (stereo not given)	1	.	7
Cc1ccc(-n2nc(-c3ccccc3)cc2C(=O)NCc2ccc3c(c2)OCO3)cc1	-2	1	-4
Fc1ccc2c(NC3CCN(c4ncccn4)CC3)ccnc2c1	-1	.	-4
COCCCN(CC(=O)N(Cc1cccn1Cc1ccc(F)cc1)C1CCCCC1)C(=O)C(C)Cl (stereo not given)	16	-7	-3
O=S(=O)(N1CCCCC1)N1CCC2(CC1)CC2c1nnc(-c2cccc(F)c2)o1 (stereo not given)	14	-18	-8
CCOC(=O)N1CCN(C2CCCN(Cc3cn[nH]c3-c3ccc(Cl)cc3)C2)CC1 (stereo not given)	18	.	-6
COc1ccc(C(N)CC(=O)N2CCC(O)(c3ccc(C)cn3)CC2)cc1OC (stereo not given)	-3	-18	-6
Cc1ccc(CNc2ccc(CNc3ncn[nH]3)cc2)cc1	-15	.	-5
COc1ccccc1NC(=O)NCC(C)N1CCCCC1 (stereo not given)	7	.	2
COc1ccc(-c2cc(C(=O)N3CCN(c4ccccc4OC)CC3)n3nc(-c4ccc(Cl)cc4)cc3n2)cc1	21&-7	-7&-5	-3&-3
CCN(CC(=O)Nc1cc(C(C)(C)C)nn1-c1ccccc1Cl)C(=O)NC12CC3CC(CC(C3)C1)C2	0	-3	1
O=C(Nn1ccc2c(nnc3ccnn32)c1=O)c1ccncc1	-2	.	-5
COC(=O)c1ccccc1NC(=O)CN1C(=O)c2ccccc2C1=O	-2	-1	0
COc1ccc(-c2nnc(SCC(=O)c3cc(OC)ccc3OC)n2-c2ccccc2C)cc1	.	-6	-3
C(=NN1CCN(C2c3ccccc3-c3ccccc32)CC1)c1ccc2c(c1)OCCO2	7	.	-3
CCc1cc(N(C)Cc2ccccc2)nc(SCc2ccc(C(=O)NC(C)C)cc2)n1	12	0	4
O=C(c1cccc(Br)c1)N1CCCC(OCc2ccc(F)cc2F)C1 (stereo not given)	10	-5	-4
OC(CNC1CCCC1)COC12CC3CC(CC(C3)C1)C2 (stereo not given)	13	-10	-6
CCCCN(C)C1=CC2=CC(=C(C#N)C#N)CCC2CC1 (stereo not given)	+	-5	-9
CC(C)NC(=O)c1ccc(NC(=O)N2CCNC(=O)C2)cc1	24	.	-7
COCCCN(CC(=O)N(CCc1ccccc1)Cc1ccc(C)o1)Cc1cc(F)ccc1F	.	-9	-3
COc1ccc(Cc2ncc3c(n2)CN(C(=O)c2cccc(O)c2)C3)cc1	2	-13	-2

Record cards (already shown). Values in the order: NPYLR7 agonist, mcGAS inh, hcGAS inh
COc1ccc(C(N)CC(=O)N2CCC(O)(c3ccc(C)cn3)CC2)cc1OC (stereo not given) is listed with -3, -18, -6
CCOC(=O)N1CCN(C2CCCN(Cc3cn[nH]c3-c3ccc(Cl)cc3)C2)CC1 (stereo not given) is listed with 18, ., -6

Later entries
SMILES	NPYLR7 agonist	mcGAS inh	hcGAS inh
CCNC(=S)N1CCC(C(NC(=O)c2ccc(OC)cc2)C(=O)NCCOC)CC1 (stereo not given)	9	-4	-7
CCCCc1nc(N2CCN(C(=O)c3ccc(F)cc3)CC2)c2c(-c3ccccc3)noc2n1	18	-4	-2
CN1CCC2(CCN(C(=O)CCc3ccc(O)cc3)CC2)C1	9	.	4
O=C(c1cccc(C(F)(F)F)c1)C1CCCN(Cc2c[nH]c(=O)[nH]c2=O)C1 (stereo not given)	6	.	-9
Cn1ccnc1SCCNC(=O)C1CCC(=O)N(C2CCCCCC2)C1 (stereo not given)	3	.	-6
CCOc1ccc(-c2ccc(C)c(NC(=O)c3cccc(OC)c3OC)c2)nn1	0	.	-4
COc1cc(CNc2ccc(N(C)C)cc2)ccc1OCC(=O)NC(C)(C)C	-2	.	-6
CCc1nc(SCC(=O)NCc2ccc3c(c2)OCO3)n[nH]1	11	-17	-1
CCn1nc(CC(C)C)cc1C(=O)N1CCC2(CC1)CC(C(=O)O)N(C)C2 (stereo not given)	3	-10	-4
Cc1occc1C(=O)NCc1cccnc1N1CCCCCCC1	11	.	-8
O=C(CCN(c1nc(C2CC2)nc2cc(Cl)ccc12)C1CCCCC1)N1CCN(c2ccccc2F)CC1	4	-5	-4
Cc1ccccc1CN(Cc1ccc2c(c1)OCO2)CC(O)COc1ccccc1C (stereo not given)	16	-3	-2
CC1=C(C(=O)Nc2ccc(C)cc2)C(c2ccc(Br)cc2)NC(=O)N1C (stereo not given)	8	-4	-2
CCOC(=O)NC(O)C(F)(F)C(F)(F)C(F)(F)C(F)(F)C(F)(F)C(F)F (stereo not given)	4	-5	-3
Cc1cccc(-c2nnc(NC(=O)C(C)NC(=O)C(C)(C)C)s2)c1 (stereo not given)	-2	1	1
CCN1CCNC(=O)C1CC(=O)N1CCC(c2nn(C)c(=O)n2CC)CC1 (stereo not given)	4	-16	-6
COc1ccc(Cl)cc1-c1nc(-c2nonc2N)no1	-1	.	-11
O=C(Nc1cccc2ccccc12)N(Cc1ccco1)CC(F)(F)F	2	.	-8
CCn1c(CCN)nnc1Sc1cccc(F)c1C#N	9	.	-5
COC(=O)c1ccccc1C(=O)N1CCCC(CCC(=O)NCc2ccc(F)c(F)c2)C1 (stereo not given)	8	-16	-5

No new results follow: entries from further up.
SMILES	NPYLR7 agonist	mcGAS inh	hcGAS inh
CCNC(=S)N1CCC(C(NC(=O)c2ccc(OC)cc2)C(=O)NCCOC)CC1 (stereo not given)	9	-4	-7
CCCCc1nc(N2CCN(C(=O)c3ccc(F)cc3)CC2)c2c(-c3ccccc3)noc2n1	18	-4	-2
CN1CCC2(CCN(C(=O)CCc3ccc(O)cc3)CC2)C1	9	.	4
O=C(c1cccc(C(F)(F)F)c1)C1CCCN(Cc2c[nH]c(=O)[nH]c2=O)C1 (stereo not given)	6	.	-9
Cn1ccnc1SCCNC(=O)C1CCC(=O)N(C2CCCCCC2)C1 (stereo not given)	3	.	-6
CCOc1ccc(-c2ccc(C)c(NC(=O)c3cccc(OC)c3OC)c2)nn1	0	.	-4

Next entries follow.
SMILES	NPYLR7 agonist	mcGAS inh	hcGAS inh
O=C(NCCNC(=O)C1CCN(C(=O)c2ccc(Cl)cc2)CC1)c1ccccc1	21	-7	-4
O=C(CCc1nc2sc3c(c2c(=O)[nH]1)CCCC3)N1CCCCC1	4	.	6
Cc1c(C(=O)N2CCNCC2C(=O)N2CCOCC2)sc2ccccc12 (stereo not given)	7	.	-6
COc1ccc2[nH]cc(CCNC(=O)c3ccc(Cl)cc3Cl)c2c1	8	-5	-2
Cc1cc(C)n(C(C)C(=O)N(Cc2cnn(C)c2)C(C)C)n1 (stereo not given)	3	.	-3
C/C(=C\C#N)CCc1ccccc1	-1	-8	-7
CO[C@H]1C(=O)N(Cc2ccccc2)C2(CCN(C(=O)OCC(C)C)CC2)[C@@H]1CO	0	-9	-10
Cn1nc(Br)c2c(Oc3cccnc3)ncnc21	2	-11	-10
O=C1CN(CC(=O)N2CCCC(Nc3cccc(F)c3)C2)C(=O)N1 (stereo not given)	4	.	-5
Cc1ccccc1C1CC(=O)c2c(C)nc(N3CCC(C(N)=O)CC3)nc2C1 (stereo not given)	8	.	-7
COc1cccc(CN2C(=O)C3(SCCN3C(=O)c3ccccc3F)c3cc(Cl)ccc32)c1 (stereo not given)	3	-5	-10
NC(=O)CSc1ccccc1C(=O)Nc1ccc(-c2cc3ccccc3o2)cc1	2	-10	-6
CNC(=O)c1ccsc1NC(=O)c1ccc(Cl)s1	5	.	1
O=C(Cn1cc2c(n1)CCCCC2)NCC1CCCO1 (stereo not given)	4	-4	-5
CCOc1ccc2c(c1)c(=O)c(S(=O)(=O)c1ccc(OC)cc1)cn2Cc1cccc(C)c1	-6	-7	-5
CN(C)c1ncccc1NC(=O)C12CC3CC(CC(Br)(C3)C1)C2	8	-15	-9
O=C(C(c1ccccc1)c1ccccc1)N(CC(=O)N1CCc2sccc2C1c1ccc(Cl)cc1)C1CC1 (stereo not given)	-3	-7	-8
O=C(O)c1ccc(C2CCN(C(=O)c3cccc(-c4ncc[nH]4)c3)C2)cc1 (stereo not given)	15	-17	-4
O=C(CCN(Cc1ccccc1)c1nc(Cc2ccccc2)ns1)NCc1cccc(C(F)(F)F)c1	-12	0	18
CCN(CC)C(=O)c1ccc(NS(=O)(=O)c2ccc(F)cc2[N+](=O)[O-])cc1	12	.	-10
CC(C)(Oc1ccc(Cl)cc1)C(=O)NCc1ccc(S(N)(=O)=O)cc1	10	.	-5
Cc1ccc(N(CCCCN2C(=O)c3ccccc3C2=O)C(=O)c2ccc([N+](=O)[O-])cc2)cc1	-3	-5	-3
CC(Oc1ccc(F)cc1)c1nnc(Sc2ccc(C#N)cn2)o1 (stereo not given)	-2	.	-7
